Screens (PubChem BioAssay)
eLon inh: inhibitors of E. coli Lon protease | P0A9M0 | purified E. coli Lon protease, fluorescence polarization | inhibition, % at 7.94 µM | hit rate 0.42% among 360,000; in the data active means inhibition above about 13%, passing the limit was not always enough;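 further: 0% = enzyme with probe and DMSO and 100% = no enzyme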
Target sequence (P0A9M0 whole entry, looked up): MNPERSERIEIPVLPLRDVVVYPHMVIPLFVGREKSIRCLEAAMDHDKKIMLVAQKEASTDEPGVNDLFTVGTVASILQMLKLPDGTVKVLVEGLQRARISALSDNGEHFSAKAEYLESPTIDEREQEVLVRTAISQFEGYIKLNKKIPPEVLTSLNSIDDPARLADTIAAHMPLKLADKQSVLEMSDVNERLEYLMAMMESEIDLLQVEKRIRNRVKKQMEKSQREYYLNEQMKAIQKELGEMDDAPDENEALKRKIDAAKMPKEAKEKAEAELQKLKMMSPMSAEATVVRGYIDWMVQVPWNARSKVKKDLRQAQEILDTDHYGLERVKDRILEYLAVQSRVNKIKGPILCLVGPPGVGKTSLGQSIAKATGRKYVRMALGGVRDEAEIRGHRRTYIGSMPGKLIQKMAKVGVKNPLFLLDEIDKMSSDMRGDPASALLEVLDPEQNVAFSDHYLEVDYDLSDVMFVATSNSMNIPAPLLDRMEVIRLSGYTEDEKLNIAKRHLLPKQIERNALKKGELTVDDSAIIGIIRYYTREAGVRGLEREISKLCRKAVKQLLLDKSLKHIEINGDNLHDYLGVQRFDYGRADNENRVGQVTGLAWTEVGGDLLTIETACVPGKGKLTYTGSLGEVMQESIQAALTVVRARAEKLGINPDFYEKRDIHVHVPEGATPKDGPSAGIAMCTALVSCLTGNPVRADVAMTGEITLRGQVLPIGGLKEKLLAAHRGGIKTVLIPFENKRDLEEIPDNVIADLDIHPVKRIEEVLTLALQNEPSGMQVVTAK
MT1-MMP act inh: MT1-MMP (human) activation inhibition; GFP/RFP ratio change, % at 20 µM; HT1080 RFP-PRO-GFP cells, GFP/RFP ratio fluorescence, overnight; percent of plate control window, DMSO zero; P50281; hit rate 0.061% among 360,000;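 active means GFP/RFP ratio change of at least 30% with cell ATP level not reduced by more than half and red fluorescence within 50% of control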; further: strong numbers were not always called active
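Test system: HT1080 cells expressing an RFP-PRO-GFP fluorescent reporter construct / Compound dosing: single-point 20 µM compound, 1% DMSO / Schedule: cells overnight before dosing, compound overnight, 37 °C, 5% CO2 / Evaluation: GFP/RFP fluorescence ratio / Control set: DMSO and RFP-L50D-GFP cell wells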
FAS-TE inh: inhibitors of human fatty acid synthase thioesterase domain | P49327 | recombinant FAS-TE, OMFH fluorogenic substrate, fluorescence endpoint | inhibition, % at 15 µM | hit rate 0.67% among 360,000;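 active means compounds whose normalised, plate-corrected inhibition of enzyme fluorescence in the single-dose primary screen is 50% or more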;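 further: 0% = DMSO with enzyme and 100% = substrate without enzyme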
MsrA act: bovine methionine sulfoxide reductase A activation. purified bovine MsrA, absorbance read-out. activation, % at 10.6 µM. hit rate 0.3% among 360,000; in the data active means activation above about 7.5%;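 further: 0% = vehicle and 100% = reference activator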
Neddylation inh: blocks human cullin neddylation; P61081+Q13564; TR-FRET cullin neddylation, biochemical; calls only at 25 µM; hit rate 0.58% among 360,000; in the data active means inhibition above about 36%
Rin1 Abl inh: blocks binding of human Rin1 to Abl; inhibition, % at 7.35 µM; P00519+Q13671; hit rate 0.4% among 360,000; AID 588664; TR-FRET Rin1/Abl binding, biochemical; in the data active means inhibition above about 5%, passing the limit was not always enough
SKN-1 block: C. elegans SKN-1 inhibition. C. elegans VP596 Pgst-4::GFP/RFP ratio, acrylamide-induced, 24 h. inhibition, % at 21.8 µM. hit rate 0.49% among 360,000. AID 624304;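 active means interference check ratio from 0.5 to 1.5 plus GFP to RFP signal ratio inhibition reaching or exceeding a fixed threshold, cut at about 30% in these data, passing the limit was not always enough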; further: some compounds called inactive have numbers as strong as hits
MsrA inhibitor: inhibitors of bovine MsrA; purified bovine MsrA, absorbance read-out; inhibition, % at 15.5 µM; hit rate 0.75% among 360,000; AID 651718; in the data active means inhibition above about 4.5%;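 further: 0% = vehicle wells with enzyme and 100% = reference inhibitor wells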
CendR NRP1 mod: alters CendR peptide binding to human NRP-1; O14786; FAM-RPARPAR peptide binding to NRP-1, fluorescence polarization; inhibition, % at 25 µM; hit rate 0.85% among 360,000;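 active means inhibition or corrected inhibition above about 18%, plus a signal ratio from 0.5 to 1.5, limit read from the data, passing the limit was not always enough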; further: strong numbers were not always called active
Active calls of the source: *; i = inactive; · = not tested or not shown.

SMILES	eLon inh	MT1-MMP act inh	FAS-TE inh	MsrA act	Neddylation inh	Rin1 Abl inh	SKN-1 block	MsrA inhibitor	CendR NRP1 mod
Cc1ccc(C(=O)COC(=O)CNC(=O)Cc2ccccc2)cc1	1.1	-2.7	-2.8	-2.6	i	-0.2	-9.7	0.2	8.6
CS(=O)(=O)N1CCN(C(=O)CSc2ccccc2)CC1	-9.7	-2.4	-5.4	-2.8	i	2.5	-1.5	0.9	1.4
COC(=O)c1cc(OC)c(OC)cc1NC(=O)c1ccc(Br)o1	12.7	4.3	1.4	-7.8	i	0.2	-0.1	-0.1	9.4
COC(=O)c1cc(S(=O)(=O)NCC2CCN(Cc3ccc(C)cc3)CC2)cn1C	7.2	0.7	-4.3	-2.4	i	1.7	5.9	0.1	-27.2
O=C(Cn1cc2c(n1)CCCC2)NCCCN1CCCC1	1.7	9.9	-1.9	0.7	i	-3.5	17.1	-0.6	-2.7
Cc1ccc(-c2nn(-c3ccccc3)cc2CC(=S)N2CCOCC2)cc1	-12.8	0.3	28.4	-1.7	i	2.2	-12.3	-0.1	-9.5
O=C(Nc1ccccc1N1CCOCC1)c1cccs1	-2.1	-4.8	-7.1	-5.2	i	1.1	-21.4	0.1	6.4
Cc1cc(C)c(S(=O)(=O)N2CCCCC2)c(C)c1N(C)S(=O)(=O)c1ccccc1	-1.8	1.8	34.1	9.7*	i	0.6	0.3	0.4	0.5
O=C1Nc2ccccc2N=C(c2ccc3c(c2)OCO3)C1N(CCc1ccccc1)C(=O)CSc1ncccn1 (configuration not stated)	-7.9	0.8	19.0	-5.0	i	1.4	16.9	-0.7	-5.5
CC(=O)c1c(O)ccc2c(-c3ccccc3)cc(=O)oc12	1.1	0.7	-4.8	-4.6	i	-1.5	-6.1	2.3	0.1

Reprinted from the part before: three entries, then new ones.
SMILES	eLon inh	MT1-MMP act inh	FAS-TE inh	MsrA act	Neddylation inh	Rin1 Abl inh	SKN-1 block	MsrA inhibitor	CendR NRP1 mod
Cc1cc(C)c(S(=O)(=O)N2CCCCC2)c(C)c1N(C)S(=O)(=O)c1ccccc1	-1.8	1.8	34.1	9.7*	i	0.6	0.3	0.4	0.5
O=C1Nc2ccccc2N=C(c2ccc3c(c2)OCO3)C1N(CCc1ccccc1)C(=O)CSc1ncccn1 (configuration not stated)	-7.9	0.8	19.0	-5.0	i	1.4	16.9	-0.7	-5.5
CC(=O)c1c(O)ccc2c(-c3ccccc3)cc(=O)oc12	1.1	0.7	-4.8	-4.6	i	-1.5	-6.1	2.3	0.1
COc1ccccc1NC(=O)CSc1nnc(-c2ccco2)n1Cc1ccco1	2.8	1.6	-3.4	-2.0	i	-0.8	0.9	-0.3	-14.5
COc1ccc(C2SCC(=O)N2c2c(C)n(C)n(-c3ccccc3)c2=O)c(OC)c1 (configuration not stated)	0.0	1.4	-10.4	-9.7	i	2.2	-23.5	-0.1	-3.7
ONC(=Nc1ccccc1)C(=Nc1ccccc1)NO	4.3	1.3	-6.8	-0.4	i	-5.0	7.7	0.1	-6.3
N/C(Cc1cccs1)=N\OC(=O)COc1ccc(Cl)cc1Cl	8.3	0.7	19.5	-2.0	i	1.2	10.1	-0.6	-1.9
CCN1C(=O)[C@H]2[C@@H](c3ccc(-c4ccccc4)cc3)N[C@@](CC(C)C)(C(=O)OC)[C@H]2C1=O	7.5	-0.7	30.2	-1.5	i	2.4	8.4	-1.0	5.4
Cc1cccc(NC(=O)C2CCN(S(=O)(=O)c3c(C)c(C)cc(C)c3C)CC2)n1	-0.5	-6.7	18.0	6.0	i	-0.8	-18.5	0.6	3.7
O=C1N(c2ccccc2)C(c2ccccc2)C12CCCCC2 (configuration not stated)	7.2	-1.2	19.7	-1.1	i	-1.0	17.8	0.4	13.3
O=C(N/N=C/c1ccc2c(c1)OCO2)c1ccc(NC(=O)c2ccccc2Cl)cc1	-3.7	-1.7	6.8	-13.1	i	-1.5	7.9	5.2*	6.6
Cc1ccc(NC(=O)CNC(=O)N2CC(=O)Nc3ccccc32)cc1F	1.6	3.0	-3.8	-6.8	i	-4.8	-3.5	1.8	2.7
CCc1cc(C(=O)NNC(=S)NC2CCCCC2)cs1	-8.8	1.6	-4.8	-0.9	i	-1.0	-3.6	-1.6	9.2
CC1CC(=O)N(CC(=O)NCc2ccco2)c2ccccc2S1 (configuration not stated)	-8.9	-2.6	-7.7	-1.6	i	0.2	-8.5	0.6	-0.3
COc1cccc(C(C#N)N2CCOCC2)c1 (configuration not stated)	-6.0	-0.5	-4.9	0.1	i	1.1	14.2	-0.4	6.4
Cc1ccc2nc(-c3ccc(N4C(=NC(=O)CCC(=O)O)SC5CS(=O)(=O)CC54)cc3)sc2c1 (configuration not stated)	-4.6	4.0	-11.9	-2.4	i	-3.5	10.3	·	-31.8
CCn1cc(CNC(=O)c2ccc(C)s2)cn1	-2.9	2.9	-3.5	-12.8	i	2.1	-3.5	0.8	-4.1
CC1CC(C)CN(S(=O)(=O)c2cc3c(cc2Cl)NC(=O)CO3)C1 (configuration not stated)	-1.8	3.4	4.9	3.0	i	2.7	-3.7	0.2	-29.6
CC1CCCN(C(=O)N2c3ccccc3Sc3ccccc32)C1 (configuration not stated)	-2.7	-18.1	27.3	-2.8	i	-0.1	-2.2	-0.1	-2.5
Cc1ccc(N2C(=O)CC(Sc3nc(-c4ccccc4)c4cc(Cl)ccc4n3)C2=O)c(C)c1 (configuration not stated)	0.0	-3.5	16.9	-4.7	i	3.3	7.3	-0.8	4.0
CCC1Sc2ccc(S(=O)(=O)N3CCN(c4ccccc4)CC3)cc2NC1=O (configuration not stated)	-7.7	3.0	23.2	0.3	i	1.8	5.8	0.9	2.1
Cc1ccc(S(=O)(=O)N2CCC(C(=O)OCc3c(C)noc3C)CC2)cc1C	2.9	7.4	5.1	-1.3	i	-0.2	1.6	0.1	1.3
Cc1ccc(CCNC(=O)C2CCC(CNc3c(N4CCCC4)c(=O)c3=O)CC2)cc1 (configuration not stated)	-5.3	2.5	-0.9	-0.1	i	-2.1	-12.6	0.1	6.8
CCOc1ccc(NC(=O)CSc2nc3cc(C(=O)NCC4CCCO4)ccc3c(=O)n2CC2CCCO2)cc1 (configuration not stated)	-5.2	1.8	-8.6	-5.7	i	0.4	-5.8	-1.2	-4.4
CCN(CC)c1ccc(NC(=O)c2c(OC)cccc2OC)c(C)c1	0.1	-11.0	-3.3	0.7	i	0.5	11.0	0.1	-2.4
CCCCc1c(O)nc(SCC(=O)N2CCCCC2)n(-c2ccccc2C)c1=O	1.1	5.0	-7.8	-2.7	i	-2.0	-13.6	-1.1	3.6
O=C(Nc1nnc(SCC(=O)N2CCCCC2)s1)c1c(F)cccc1F	4.5	-2.3	-8.4	-8.1	i	-1.0	20.2	0.3	9.4
COc1cc2c(C#N)c(N3CCOCC3)nc(N)c2c(N)n1	3.9	-8.8	-4.0	-1.0	i	-4.4	5.9	0.8	0.0
CCC(C)C(NC(=O)C1CCC(C)CC1)C(=O)Nc1cc(OC)ccc1OC (configuration not stated)	3.5	-21.4	0.5	2.4	i	0.9	-24.1	2.6	-7.1
CCc1nn(CC(=O)NCCCN2CCN(CC)CC2)c(=O)c2cc3occc3n12	-1.6	-2.3	-3.8	-4.3	i	0.3	-2.0	0.1	3.3
COc1ccccc1-n1c(SCC(=O)N2CCCC2)nnc1-c1ccccc1	-7.7	-1.7	-5.6	-1.4	i	-2.6	6.3	-0.2	21.1*
CN1C=CC(=CC=C2C=CC(=O)C=C2)C=C1	-187.4	-26.7	-5.0	-2.0	i	-4.8	21.9	3.6	-180.8
CC(C)c1ccc(NC(=S)NNC(=O)C2CC2)cc1	-5.4	1.6	-3.2	-0.9	i	4.1	-11.7	1.2	-10.1
CCOc1cc(/C=N/NC(=O)CN2CCCCC2)ccc1OCc1ccccc1	-3.0	-2.5	5.1	-0.9	i	-2.2	4.7	2.8	11.1
CCC(C)NC(=O)C1CCN(S(=O)(=O)N2CCOCC2)CC1 (configuration not stated)	0.5	-0.5	-3.4	6.3	i	0.4	3.9	0.9	7.7
CCCOc1ccc(C(=O)OCC(=O)NCCc2ccc(OCC)c(OCC)c2)cc1OC	-15.6	1.4	2.1	0.4	i	0.4	-7.1	-0.4	3.4
COCCn1c(N)c(Sc2ccc([N+](=O)[O-])cc2)c(=O)[nH]c1=O	5.9	3.3	-4.2	-6.5	i	-3.6	-3.0	3.5	-6.3
CCNC(=O)C1CCCN(C(=O)c2ccccc2F)CC1 (configuration not stated)	-7.7	-0.4	-6.7	0.8	i	-3.9	7.2	-1.4	8.3
CCOC(=O)c1c(C)c(C(=O)N2CCN(C(=O)c3ccco3)CC2)c(C)n1C	-3.6	5.1	-10.3	-6.9	i	-0.5	-14.4	·	-2.9
COc1ccccc1CNC(=O)CSc1ccsc1[N+](=O)[O-]	-2.7	6.1	-4.0	-12.6	i	1.5	-10.0	-0.5	14.7
CN1CCN(C(=O)c2cc3c(c(-c4cccc(Br)c4)n2)[C@H](CCO)N(S(=O)C(C)(C)C)C3)CC1 (some centres not stated)	-3.0	8.2	-9.5	-0.9	i	3.5	7.4	-0.3	-9.5
CC(C)(C)S(=O)(=O)N1C[C@@H]2CC/C=C\C/C=C\2[C@H]1CCO	4.3	-4.3	-8.8	-1.8	i	-4.0	10.5	-1.8	-4.3
Fc1ccccc1-n1cc(-c2ccccc2)[nH]c1=S	-8.3	-1.3	-3.0	1.7	i	0.4	5.5	-0.9	-0.6

Single values from the entries so far.
For FAS-TE inh, COCCn1c(N)c(Sc2ccc([N+](=O)[O-])cc2)c(=O)[nH]c1=O is entered as -4.2
For MsrA act, CCOc1cc(/C=N/NC(=O)CN2CCCCC2)ccc1OCc1ccccc1 is entered as -0.9

(further entries)
SMILES	eLon inh	MT1-MMP act inh	FAS-TE inh	MsrA act	Neddylation inh	Rin1 Abl inh	SKN-1 block	MsrA inhibitor	CendR NRP1 mod
Cc1c(C(=O)c2ccc(Cl)c([N+](=O)[O-])c2)c2ccccn2c1CCC#N	20.5	-2.4	24.4	-13.0	i	-3.9	5.7	1.6	8.1
C#CCSc1nccc(-c2nn(-c3ccc(C)cc3)ccc2=O)n1	-5.7	-3.3	6.8	-3.6	i	-3.0	21.9	1.3	0.0
CCCCC(=O)N=c1sc2cc([N+](=O)[O-])ccc2n1C	3.5	-6.7	8.9	-1.7	i	1.8	16.6	1.1	13.5
O=C(CC1C(=O)NCCN1Cc1c(F)cccc1Cl)NCCCn1cccn1 (configuration not stated)	0.2	-6.9	-7.3	-5.3	i	1.9	-2.5	0.5	-7.1
O=C(CCC(=O)Nc1nnc(C2CCCCC2)s1)NCc1ccc(F)cc1	2.5	5.3	-6.3	-4.0	i	1.8	-9.8	-0.1	15.4
O=C(NCc1ccc(OC(F)(F)F)cc1)C1CC(c2ccccc2[N+](=O)[O-])=NO1 (configuration not stated)	-0.4	1.0	11.9	3.9	i	4.1	1.2	-0.1	14.5
COc1ccc(OC)c(-c2nnc3n2N=C(c2ccc(OC(F)F)c(OCC4CC4)c2)CS3)c1	5.0	15.2	-7.5	-1.6	i	-3.9	-2.6	1.0	-4.1
Cc1cnc(NC(=O)C(C)N2C(=O)C3CC=CCC3C2=O)s1 (configuration not stated)	1.5	1.5	-2.4	-8.9	i	-1.5	-38.3	-0.1	2.9
CN(C)S(=O)(=O)c1cccc(-c2nn(-c3ccccc3)cc2/C=C2\SC(=S)N(CC(=O)O)C2=O)c1	2.0	-0.5	29.1	-2.8	i	-1.8	15.9	1.8	-87.7
Cc1onc(-c2ccccc2Cl)c1C(=O)N1CCCCC1	-22.5	-0.7	-5.1	-0.1	i	1.6	-16.1	-0.6	-1.0
CC(C)OP(=O)(OC(C)C)C(Nc1ccccc1)c1cccnc1 (configuration not stated)	7.9	-0.6	-6.3	-8.5	i	-5.0	-5.0	0.8	6.6
CSc1nnc(Cn2c(=O)sc3ccccc32)n1CCc1ccccc1	-1.8	2.6	-1.1	-7.4	i	-2.4	0.8	-0.3	-3.6
